# TCR activator: Activators of T cell receptors: qHTS campaign; primary human leukocytes, anti-CD3, IL-2 HTRF, 48 h; Potency, µM (doses to about 9.22 µM), without a hit: at the top dose activation of IL-2 secretion, hits mostly activators; 330,000 tested, under 10 active; further: % of control where 0% means no effect
#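 Activity was scored as IL-2 release from primary human leukocytes given only a TCR signal (a-CD3 beads) plus compound for 48 hr. Detection used a two-antibody HTRF format read at 665nm.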
# ELG1 DNA repair: qHTS screen for small molecules that inhibit ELG1-dependent DNA repair in human embryonic kidney (HEK293T) cells expressing luciferase-tagged ELG1; HEK293T ELG1-luciferase reporter, luminescence, 16 h; DNA damage induced by 5-fluorouridine; Potency, µM (doses to about 46.1 µM), inactives show at the top dose activity change, negative = inhibition, usual class: inhibitors; actives 2.3% (n = 330,000); further: potency means the concentration at half of the fitted maximal effect; on the % scale 0 is the no-effect control and ±100 the full control effect; nearly all actives have a fitted effect of over 55% in size
#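 HEK293T cells expressing luciferase-tagged ELG1 (2,000/well) received 5-Fluorouridine plus compound or DMSO for 16 hr at 37 °C. Luciferase was read by ONE-Glo luminescence after 30 min at room temperature.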
# USP2a inh: qHTS Assay for Inhibitors of Ubiquitin-specific Protease USP2a Using CHOP2 as the Reporter. Ubiquitin carboxyl-terminal hydrolase 2 (Homo sapiens), O75604. USP2 core, Ub-CHOP2 coupled fluorogenic reporter, 485/531. Potency, µM (top dose mostly 38.3 µM), inactives show at the highest dose activity change, negative = inhibition, usual class: inhibitors. actives 0.01% (n = 330,000);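 further: potency means the concentration at half of the fitted maximal effect; plate controls were DMSO wells for no effect and full inhibition by NEM control for full effect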
# Target sequence (O75604 whole entry, looked up): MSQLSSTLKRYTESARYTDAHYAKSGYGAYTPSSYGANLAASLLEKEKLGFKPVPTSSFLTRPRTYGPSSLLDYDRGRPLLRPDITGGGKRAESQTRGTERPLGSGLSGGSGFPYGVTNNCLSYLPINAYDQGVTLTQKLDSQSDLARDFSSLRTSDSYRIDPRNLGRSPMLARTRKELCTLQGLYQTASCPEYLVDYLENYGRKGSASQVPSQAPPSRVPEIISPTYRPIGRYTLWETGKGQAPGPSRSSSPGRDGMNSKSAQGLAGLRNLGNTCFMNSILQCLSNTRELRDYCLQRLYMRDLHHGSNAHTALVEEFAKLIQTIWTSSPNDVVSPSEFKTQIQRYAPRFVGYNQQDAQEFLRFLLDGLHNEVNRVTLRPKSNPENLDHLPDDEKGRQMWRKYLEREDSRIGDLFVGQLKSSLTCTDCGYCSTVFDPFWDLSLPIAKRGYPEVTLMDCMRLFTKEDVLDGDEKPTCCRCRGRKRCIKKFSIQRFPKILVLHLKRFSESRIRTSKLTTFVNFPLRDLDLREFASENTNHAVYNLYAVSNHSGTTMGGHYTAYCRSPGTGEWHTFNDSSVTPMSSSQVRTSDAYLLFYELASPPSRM
#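 Cell-free coupled assay: 10nM USP2 core preincubated 30min RT with compound in Tris-HCl pH 8.0/CaCl2/CHAPS buffer, then 25nM Ub-CHOP2 and 25nM reporter substrate; fluorescence (Ex 485/Em 531) read after 60min RT, normalized to NEM inhibition, concentration-response curves fitted.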
# TRPV1 agonist: HTS Assay for Compounds that Act as Agonists of the Vanilloid Receptor 1; Transient receptor potential cation channel subfamily V member 1 (Homo sapiens), Q8NER1; TRPV1-expressing cells, Fluo-8 calcium influx, agonist mode; activation, % at 8.33 µM; actives 0.19% (n = 320,000); AID 540275, 2011; in the data active means activation above about 80%; inconclusive means between about 30% and that limit; further: 0% is about no effect
#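 Cells expressing TRPV1 were dye-loaded with Fluo-8 and read kinetically: 10 s baseline, 3 min after compound (agonist portion), then 2 min after EC20 capsaicin (allosteric enhancer portion). Calcium-bound dye fluorescence at 480/520 nm.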
# AT treatment: qHTS Assay for Identifying a Potential Treatment of Ataxia-Telangiectasia | Potency, µM (series often up to 57.5 µM), for the others: top-dose activation, hits mostly activators | […] A-T fibroblasts, KAP-1 phosphorylation AlphaLISA; neocarzinostatin DNA damage 30 min before lysis | actives 0.19% (n = 320,000) | AID 485349, 2010; further: potency means the concentration at half of the fitted maximal effect; % of control where 0% means no effect; nearly all actives have a fitted effect of over 45% in size
#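 hTERT-immortalized A-T patient fibroblasts ([…]), 500 cells/well in OPTI-MEM, 1% FBS, got compounds for 60 min, then NCS for 30 min at 37C. Lysates were then assayed for phospho-KAP-1 by AlphaLISA (anti-pKAP1 donor, anti-KAP1 acceptor beads), 6 hr at 25C.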
# KCNH2 3.1 inh: qHTS for Inhibitors of KCHN2 3.1: Mutant qHTS; U2OS KCNH2 3.1, thallium flux FluxOr; stronger effect = lower value; activity change, % (tested at about 1.8 µM); Potassium voltage-gated channel subfamily H member 2, brain isoform KCNH2 3.1 (human); actives 0.95% (n = 340,000);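 active means maximum activity change below -70%; inconclusive means maximum activity change from -70% to -50%; inactive means maximum activity change above -50%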;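 further: thallium influx rate constant from kinetic fluorescence after stimulation buffer; on the % scale 0 is the no-effect control and ±100 the full control effect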
#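 Channel expression came from 3.1 mutant virus (1.77 x 10^8 /mL) applied to suspended U2OS cells for 4 h. Flux was tracked with FluxOr dye plus Red40 quencher, and kinetic rate constants normalized to controls.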
# Eya2 inh: qHTS Assay for Inhibitors of the Phosphatase Activity of Eya2; actives 0.006% (n = 330,000); recombinant Eya2, OMFP fluorescence dephosphorylation (OMFP is methylfluorescein phosphate); Protein phosphatase EYA2 (Homo sapiens), O00167; Potency, µM (series often up to 76.9 µM), for the others: at the top dose activity, negative = inhibition, actives largely listed as inhibitors; further: potency means the concentration at half of the fitted maximal effect; on the % scale 0 is the no-effect control and ±100 the full control effect
#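 Eya2 protein (added as 0.2 uM solution) was preincubated with compound for 10 min at ambient temperature in 50 mM HEPES pH 7.5, 50 mM NaCl, 5 uM MgCl2, 0.05% BSA, 1 mM DTT. OMFP (added at 50 uM) then reacted 10 min; fluorescence read at 485/525 nm.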
# Mito fusion act: qHTS Assay for Small Molecule Inhibitors of Mitochondrial Division or Activators of Mitochondrial Fusion; S. cerevisiae fusion-defective mutant growth rescue, CellTiterGlo 48 h; Potency, µM (highest dose often 46.1 µM), without a hit: top-dose growth rescue (activation), usual class: activators; actives 0.23% (n = 320,000);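 further: potency means the concentration at half of the fitted maximal effect; % of control where 0% means no effect; nearly all actives have a fitted effect of over 45% in size; temperature-sensitive fusion mutants such as fzo1-1 at 37 °C on non-fermentable ethanol glycerol medium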
#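 Read-out: ATP-based luminescence (CellTiterGlo, 10 min ambient) reporting growth of fusion-defective ts yeast after 48 hours at 37C on glycerol/ethanol YPEG medium in the presence of compound.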
# KCNH2 WT inh: qHTS for Inhibitors of KCHN2 3.1: Wildtype qHTS; activity change, % at 1.84 µM; U2OS, BacMam KCNH2, thallium flux FluxOr; stronger effect = lower value; Voltage-gated inwardly rectifying potassium channel KCNH2 (Homo sapiens), Q12809; actives 0.37% (n = 340,000);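 active means maximum activity change below -70%; inconclusive means maximum activity change between -70% and -50%; inactive means maximum activity change above -50%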; further: on the % scale 0 is the no-effect control and ±100 the full control effect
#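 U2OS cells were transduced with wild-type KCNH2 virus (2.03 x 10^8 / mL) for 4 h at room temperature, then cultured overnight at 37 C. Thallium flux was read with FluxOr dye. Rate constants were normalized to DMSO controls.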
# TSHR antagonist: Antagonists of the Thyroid Stimulating Hormone Receptor: HTS campaign. Thyrotropin receptor (Homo sapiens), P16473. TSHR-expressing cells, TSH-stimulated cAMP HTRF, 2 h; stronger effect = lower value. activity change, negative = inhibition, % at 11.5 µM. actives 0.2% (n = 330,000). AID 504810, 2011;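 active means activity change below a set negative limit, meaning inhibition stronger than a set level, cut at about -70% in these data; inconclusive means activity change between two set negative limits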; further: on the % scale 0 is the no-effect control and ±100 the full control effect
#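 TSHR-expressing cells were treated with compounds, then stimulated with TSH at EC80 (4nM final) for 2 hours at 37 deg C. Cellular cAMP was measured by HTRF competition between lysate cAMP and cAMP-d2 for a cryptate-labelled anti-cAMP antibody.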
# An asterisk follows results filed as active; i = inactive; ? = inconclusive; / = not tested or not shown; [ ] = another dose, or the depositor's remark. Unless noted, the call rests on the fitted dose curve; in most records, active means well fitted curve in the direction sought with a large enough effect; inconclusive means small, poorly fitted or top-dose-only effect, or another doubt; inactive means no such curve, though single readings can be large; an effect the other way counts as inactive or inconclusive. This is a subset, so the mix of outcomes need not match the whole.
SMILES,TCR activator,ELG1 DNA repair,USP2a inh,TRPV1 agonist,AT treatment,KCNH2 3.1 inh,Eya2 inh,Mito fusion act,KCNH2 WT inh,TSHR antagonist
CCOC(=O)CCn1cc(F)c(=O)[nH]c1=O,1%,4%,2%,-3,1%,-4,4%,2%,0,-4
CN(C)c1ccc(C(C#N)c2ccccc2)nn1 (stereo not drawn),-2%,?,0%,2,3%,-10,7%,2%,-6,-4
O/N=C/c1nc2cc(Cl)ccc2o1,4%,25%,3%,1,-3%,13,-10%,-5%,-3,4
Cc1ccc(-c2n[nH]c3c2CCC3)cc1,6%,?,-10%,?,/,-16,2%,2%,-4,3
COC(C[C@H](O)[C@@H](C)[C@H](O)COCc1ccccc1)OC,-6%,28%,-3%,3,-13%,-43,5%,9%,-17,-11
CCN(CC)C(=O)COc1ccc2oc(C)c(C(=O)OC(C)C)c2c1,1%,?,1%,?,6%,-2,14%,5%,-3,-4
O=c1c(-c2ccc(Br)cc2)[n+]([O-])c2ccccc2n1OCc1ccccn1,-2%,13%,1%,0,2%,-23,0%,2%,2,2
CCCn1c(=O)c(C(=O)NCc2ccc3c(c2)OCO3)c(O)c2ccccc21,/,-6%,0%,3,-3%,5,8%,0%,2,-7
COc1ccc(-c2[nH]ncc2CN(C)C(C)c2ccncn2)c(F)c1 (stereo not drawn),3%,-7%,3%,0,4%,2,10%,-1%,-2,-8
COc1ccc(CN2CC(=O)N3[C@H]4c5ccc(OC)cc5OC[C@@H]4[C@H](c4ccccc4)[C@]3(C)C2=O)cc1,4%,?,-7%,3,2%,-8,1%,14%,0,2
CCOC(=O)CNC(=S)N(Cc1cccs1)C1CCCC1,1%[46.1 µM],-1%,0%,0,-4%,-1,-6%,-7%,2,6
CCOC(CCn1c(SCc2ccc([N+](=O)[O-])cc2)nc2ccccc2c1=O)OCC,0%[46.1 µM],15µM*,-1%,5,2%,-42,-2%,16%,-17,-19
COC(=O)CNC(=O)c1nn(-c2cccc(OC)c2)c(=O)c2ccccc12,-3%,2%,2%,-2,-9%,-2,7%,2%,10,-11
COCCCNC(=O)CCS(=O)(=O)Cc1ccc(C)cc1,-1%,-3%,2%,-1,1%,-6,-2%,-1%,52,10
CCN(CC(=O)Nc1ccc2c(c1)OCCO2)C(=O)/C=C/c1cccc(OC)c1OC,-5%,?,1%,10,-1%,-14,14%,3%,1,2

# Ordered by length of the SMILES (high to low): 3 of the compounds above.
SMILES,TCR activator,ELG1 DNA repair,USP2a inh,TRPV1 agonist,AT treatment,KCNH2 3.1 inh,Eya2 inh,Mito fusion act,KCNH2 WT inh,TSHR antagonist
CCOC(CCn1c(SCc2ccc([N+](=O)[O-])cc2)nc2ccccc2c1=O)OCC,0%[46.1 µM],15µM*,-1%,5,2%,-42,-2%,16%,-17,-19
COCCCNC(=O)CCS(=O)(=O)Cc1ccc(C)cc1,-1%,-3%,2%,-1,1%,-6,-2%,-1%,52,10
CCOC(=O)CNC(=S)N(Cc1cccs1)C1CCCC1,1%[46.1 µM],-1%,0%,0,-4%,-1,-6%,-7%,2,6

# Next section:
SMILES,TCR activator,ELG1 DNA repair,USP2a inh,TRPV1 agonist,AT treatment,KCNH2 3.1 inh,Eya2 inh,Mito fusion act,KCNH2 WT inh,TSHR antagonist
CCOc1ccc(S(=O)(=O)N2CCCCCC2)cc1,-1%,0%,-7%,29,-8%,-3,-4%,0%,1,7
Cc1cccc(C(=O)Oc2ccc3ccc(O)cc3c2)c1,/,-25%,2%,8,6%,-21,-20%,2%,2,-2
CCN(CC)S(=O)(=O)c1ccc2c(c1)N(CC(=O)NCCCN1CC(C)CC(C)C1)C(=O)CO2 (stereo not drawn),3%,5%,1%,-3,5%,4,-20%,10%,12,2
O=C(COC(=O)Cc1ccsc1)NC(c1ccccc1)c1ccccc1,1%[46.1 µM],20%,1%,?,1%,-14,-8%,2%,5,-3
Cc1ncoc1C(=O)NC1CCCc2c1cnn2-c1ccc(C(C)(C)C)cc1 (stereo not drawn),3%,1.3µM*,3%,?,10%,3,2%,-9%,6,-50
CC(=O)Nc1ccc(C(=O)Cn2nnc3ccccc3c2=O)cc1,/,?,5%,-1,4%,-6,22%,-2%,-17,1
O=C(Nc1ccc(O)cc1)/C(=C\c1ccncc1)NC(=O)c1ccccc1,4%,-8%,6%,-1,0%,13,-4%,1%,5,-5
COCC(C)NCc1cc(Br)ccc1OC (stereo not drawn),-2%,-2%,0%,3,-1%,26,2%,-2%,0,6
O=C(COc1ccc2ccccc2c1Br)N1CCN(c2ccccn2)CC1,-5%,?,3%,1,3%,1,-1%,?,13,0
COc1nccnc1NS(=O)(=O)c1ccc(NCc2ccccc2O)cc1,-4%,-4%,-1%,0,-1%,7,-6%,-2%,-9,-9
Cc1ccc(C(=O)Nc2sc(C)c(C)c2C(=O)c2ccccc2)cc1,2%[46.1 µM],-18%,1%,10,12%,/,-3%,9%,-5,-11
CCOC(=O)CNC(=O)CSc1ncnc2c1cnn2-c1ccc(OC)cc1,0%,0%,0%,-1,/,6,-12%,-6%,-3,6
CCc1ccc(OCc2nnc(SCCN3CCOCC3)n2CC)cc1,2%,-23%,-2%,8,4%,12,-9%,-2%,3,1
Cc1cc(C(=O)COC(=O)c2ccc(N)c([N+](=O)[O-])c2)c(C)n1Cc1ccc2c(c1)OCO2,1%,13%,13%,-4,-6%,-7,0%,4%,-10,-2
O=C(COc1cccc(Cl)c1)Nc1ccccc1N1CCCCC1,-2%,12%,2%,9,5%,2,22%,3%,10,-9
O=C(c1ccc(S(=O)(=O)Cc2cc(F)ccc2F)c([N+](=O)[O-])c1)N1CCCCC1,3%[46.1 µM],?,3%,12,6%,9,-2%,3%,-6,-3
COc1cccc(-c2nn3c(-c4cccc(C)c4)nnc3s2)c1,/,?,4%,15,5%,11,2%,-1%,-2,-20
COc1ccc(CNCc2c(C(=O)N(C)C)nc3ccc(Cl)cn23)c(OC)c1,-1%,-10%,0%,-7,3%[11.5 µM],2,5%,5%,10,7
CCOC(=O)c1ccc(COC(=O)CCc2nc(-c3ccccc3)c(-c3ccccc3)o2)cc1,1%,-4%,-2%,-1,-1%,-13,-2%,1%,24,11
CCOc1cc(C#N)c(NC(=O)Cn2nnc3ccccc32)cc1OCC,-2%,12%,-1%,-3,-1%,5,-6%,0%,-2,13
O=C(N/N=C/c1ccc2c(c1)OCO2)c1ccc(Cl)cc1Cl,0%,-7%,3%,5,4%,12,3%,-6%,6,-1
Cc1cc(C)cc(N(CC(=O)NCC2CCCO2)S(=O)(=O)c2c(C)noc2C)c1 (stereo not drawn),7%,-5%,2%,/,-2%,18,2%,-2%,1,-6
Cc1cc(C)n(C(=O)CNC(=O)Cc2ccccc2)n1,-2%,-9%,-2%,-1,-4%,-1,-2%,-3%,2,-6
O=C(NCc1ccco1)C(=O)NCC1OCCN1S(=O)(=O)c1ccc(Br)cc1 (stereo not drawn),0%,-18%,0%,2,2%,9,2%,-1%,i,-5
COCCn1c(Sc2ccccc2)nc2c1c(=O)[nH]c(=O)n2C,/,24%,2%,0,1%,0,-8%,9%,-2,-6
C/C(CCc1ccc2c(c1)OCO2)=N\NC(=O)c1ccc(C)cc1C,-31%,?,2%,3,-1%,-30,-11%,4%,-6,-6
Cc1ccc(NC(=O)CCc2nnc(SCC(=O)Nc3ccccc3C)n2C)cc1Cl,/,5%,3%,-2,-15%,-10,1%,-2%,-10,8
COc1ccc(Br)cc1CNC(=O)C1CCCN(S(C)(=O)=O)C1 (stereo not drawn),0%,-15%,2%,7,-4%,9,3%,2%,-10,1
Cc1ccc(-c2nc(CSc3nc4ccccc4c(=O)n3C)cs2)cc1,-3%[46.1 µM],?,0%,-6,-3%,-2,-1%,5%,0,-3
COc1ccccc1NC(=O)N1CCN(c2ccnc3cc(Cl)ccc23)CC1,2%,12µM*,0%,0,33%,-3,6%,0%,7,28
COc1ccc(-n2ccnc2CN2CCCC(CO)(Cc3cccc(OC)c3)C2)cc1 (stereo not drawn),-4%,-21%,0%,23,2%,15,2%,1%,11,2

# Source: PubChem BioAssay
